From PubChem BioAssay
AMA1 RON2 block: AMA1-RON2 (P. falciparum) interaction inhibition; AlphaScreen AMA1-biotinylated RON2 peptide binding; Potency, µM (doses to about 58.2 µM), without a hit: top-dose activity change, negative = inhibition, most hits filed as inhibitors; 360,000 tested, 0.2% active; AID 720542;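 further: potency means the concentration at half of the fitted maximal effect; 0% = vehicle wells and -100% = peptide control; nearly all actives have a fitted effect of over 45% in size; some results filed as inactive show a strong effect at the top dose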
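AMA1 (3D7) with his tag at 25 nM final met compounds first, then biotinylated RON2 peptide at 25 nM; detection used donor plus acceptor beads, 10 µg/mL apiece, read by AlphaScreen after 30 min at room temperature.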
HCV inhibitor: HCV inhibition | AID 651820 | Potency, µM (doses to about 41.8 µM), inactives show top-dose activity change, negative = inhibition, usual class: inhibitors | Huh7.5.1 HCVcc-Cre infection, luciferase reporter, 44 h | 340,000 tested, 3.4% active; further: potency means the concentration at half of the fitted maximal effect
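After 44 h co-culture of compound, cells and HCVcc-Cre (~0.5 moi), substrate is added for 15 min at room temperature and luciferase measured over 15 sec. Cells were seeded at 1,000/well and pre-cultured 4 h.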
Tb PYK inh: blocks Trypanosoma brucei pyruvate kinase; TbPYK enzyme, Kinase-Glo Plus ATP luminescence, 45 min; Potency, µM (top dose mostly 76.8 µM), inactives show top-dose activity, negative = inhibition, actives largely listed as inhibitors; 410,000 tested, 0.12% active; AID 624173; further: potency means the concentration at half of the fitted maximal effect; nearly all actives have a fitted effect of over 50% in size
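Luminescence from Kinase-Glo Plus, added after a 45-minute room-temperature reaction, served as the end-point read-out. The enzyme and substrate were preincubated with compound before ADP (130 uM final) initiated turnover. Concentration-effect curves came from normalized qHTS data.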
HCMV antiviral: inhibitors of human cytomegalovirus | activity change, negative = inhibition, % at 57.5 µM | HFF cells, HCMV-luciferase reporter, 72 h; stronger effect = lower value | 410,000 tested, 4.5% active; in the data active means activity change below about -60%; inconclusive means no clear call, values can overlap the other calls; inactive means above about -39%
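Compounds were evaluated in HFFs infected with an HCMV luciferase reporter virus (MOI 1 PFU/cell). Luciferase in lysates collected 72 h post infection served as the replication measure.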
AmpC inh detg: inhibitors of E. coli AmpC beta-lactamase with detergent. P00811. AmpC hydrolysis of nitrocefin, absorbance 480 nm, 0.01% Triton. Potency, µM (highest dose often 114 µM), for the others: at the top dose activity change, negative = inhibition, usual class: inhibitors. 370,000 tested, 0.041% active. AID 485294;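 further: potency means the concentration at half of the fitted maximal effect; 0% = no-compound wells and -100% = no-enzyme wells; nearly all actives have a fitted effect of over 25% in size; some results filed as inactive show a strong effect at the top dose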
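AmpC (5.3 nM in the dispensed reagent) in 20 mM phosphate pH 7.0 with 0.01% (detergent screen) or 0.0001% Triton X-100 was preincubated with compounds for 15 min at room temperature. Nitrocefin was then added from an 800 uM solution, and hydrolysis was followed at 480 nm.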
LmPK inhibitor: inhibitors of Leishmania mexicana pyruvate kinase. Q27686. purified LmPK, Kinase-Glo ATP luminescence, 1 h. Potency, µM (series often up to 57.5 µM), for inactives: at the highest dose activity change, negative = inhibition, usual class: inhibitors. 290,000 tested, 0.37% active; further: potency means the concentration at half of the fitted maximal effect
Target sequence (Q27686 whole entry, looked up): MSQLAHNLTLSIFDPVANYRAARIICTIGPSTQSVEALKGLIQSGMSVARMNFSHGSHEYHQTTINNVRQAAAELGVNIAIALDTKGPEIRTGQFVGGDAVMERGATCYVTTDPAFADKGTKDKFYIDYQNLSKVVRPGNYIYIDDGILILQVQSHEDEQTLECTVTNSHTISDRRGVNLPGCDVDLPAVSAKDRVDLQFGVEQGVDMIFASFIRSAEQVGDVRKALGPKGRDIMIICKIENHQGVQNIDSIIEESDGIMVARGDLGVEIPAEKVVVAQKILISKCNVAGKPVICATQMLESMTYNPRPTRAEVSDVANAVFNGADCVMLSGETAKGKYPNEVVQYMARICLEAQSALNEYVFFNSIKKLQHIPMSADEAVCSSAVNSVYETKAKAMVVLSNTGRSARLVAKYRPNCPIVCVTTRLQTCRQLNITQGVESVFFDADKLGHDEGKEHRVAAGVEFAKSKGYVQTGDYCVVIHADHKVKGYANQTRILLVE
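qHTS format; LmPK 0.1 nM; substrates PEP 0.5 mM and ADP 0.1 mM. One-hour room-temperature incubation, then coupled luciferase luminescence; 0.5 nM enzyme wells mark activation.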
AmpC no deterg: inhibitors of E. coli AmpC beta-lactamase without detergent; Potency, µM (series often up to 57.1 µM), for inactives: top-dose activity change, negative = inhibition, actives largely listed as inhibitors; AmpC nitrocefin hydrolysis, absorbance 480 nm, 0.0001% Triton; AID 485341; 330,000 tested, 0.52% active; P00811;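 further: potency means the concentration at half of the fitted maximal effect; plate controls were no compound for no effect and no enzyme for full effect; nearly all actives have a fitted effect of over 20% in size; some results filed as inactive show a strong effect at the top dose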
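AmpC (5.3 nM in the dispensed reagent) in 20 mM phosphate pH 7.0 with 0.01% (detergent screen) or 0.0001% Triton X-100 was preincubated with compounds for 15 min at room temperature. Nitrocefin was then added from an 800 uM solution, and hydrolysis was followed at 480 nm.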
* = called active by the depositor; u = inconclusive; x = no result given; [ ] = remark or other dose. Unless noted, the call rests on the fitted dose curve; in most records, active means well fitted curve in the direction sought with a large enough effect; inconclusive means small, poorly fitted or top-dose-only effect, or another doubt; inactive means no such curve, though single readings can be large; an effect the other way counts as inactive or inconclusive. Unless noted, on the % scale 0 is the no-effect control and ±100 the full control effect. No enrichment for hits. About 7.5% of those tested had a hit in this group.

entry | Molecule | AMA1 RON2 block | HCV inhibitor | Tb PYK inh | HCMV antiviral
1 | N#Cc1ccc(CN2CCN(C(=O)CN3C(=O)NC4(CCCC4)C3=O)CC2)cc1 | 5% | u | -2% | -38
2 | O=C(Nc1cccc(NC(=O)N2CCN(c3ccccc3)CC2)c1)N1CCN(c2ccccc2)CC1 | -19% | -75% | -4% | -12
3 | CCC1S/C(=N/N=C/c2ccco2)N(Cc2ccc(F)cc2)C1=O (stereo not drawn) | -3% | -14% | -2% | 6
4 | Cc1cc(/C=C(\C#N)C(=O)Nc2ccccc2)c(C)n1-c1ccc(C(=O)O)cc1 | -2% | u | -1% | -17
5 | Cc1cc(C)c(S(=O)(=O)Nc2ccccc2C(=O)OCC(=O)NCc2ccccc2)c(C)c1 | -13% | 2% | 6% | u
6 | COc1ccc(NC(=O)c2ccccc2S(=O)c2ccccc2C#N)cc1 (stereo not drawn) | 1% | -10% | -1% | -14
7 | O=[N+]([O-])c1ccc(/C=C/C2=NN(c3ccccc3)C(c3ccco3)C2)cc1 (stereo not drawn) | -29% | 5% | -11% | -7
8 | CC1CCC(NC(=O)C2CCC(CNS(=O)(=O)c3cccc4cccnc34)CC2)CC1 (stereo not drawn) | -9% | u | -2% | -1
9 | Cc1ccc(CNC(=O)[C@H]2O[C@@H](n3ccc(N)nc3=O)[C@H](O)[C@@H]2O)o1 | -3% | x | 1% | -8
10 | CC1(c2nnc(-c3cccc(Cl)c3)o2)CC(c2ccc(OC(F)(F)F)cc2)=NO1 (stereo not drawn) | 15% | 17% | 1% | 9

entry | AmpC inh detg | LmPK inhibitor | AmpC no deterg
1 | -16% | x | 10%
2 | -1% | 0% | -3%
3 | 0% | 0% | -15%
4 | 7% | 5% | -19%
5 | -13% | 2% | -46%
6 | 1% | 1% | -25%
7 | 1% | -18% | -31%
8 | 2% | 4% | -8%
9 | x | x | x
10 | -17% | 0% | 5%

Going on with the list:
entry | Molecule | AMA1 RON2 block | HCV inhibitor | Tb PYK inh | HCMV antiviral
11 | NC(=O)c1ccsc1NC(=O)CSc1nnc(NC2CC2)s1 | -6% | 15% | 6% | -28
12 | Cc1ccc(OCC(=O)OCc2cc(=O)n3nc(C4CC4)sc3n2)cc1C | x | x | 0% | -1
13 | Cc1ccc(-c2nc(-c3cccnc3)no2)cc1 | -25% | 2% | -3% | 34
14 | Cc1cc2c(c(N3CCOCC3)n1)C(=O)OC2 | 7% | 2% | 2% | 11
15 | COCC(=O)N1c2nc(C(C)C)nn2C2(CCCCC2)[C@@H]2CCCC[C@@H]21 | x | x | 4% | 58
16 | O=C(NC(=O)N1CCCC1)c1csnn1 | 29% | 23% | -4% | 48
17 | O=C1c2ccccc2COc2ccc(O)cc21 | u | -2% | -14% | 1
18 | CCCCCCOc1ccc(/C=C/C(=O)N2CCOCC2)cc1OC | 0% | -6% | 1% | -27
19 | CCc1nccn1S(=O)(=O)c1cc(OC)ccc1OC | 5% | 0% | 4% | 55
20 | CCOCCc1nnc(NC(=O)Cc2c(F)cccc2Cl)s1 | 8% | 8% | 0% | u

entry | AmpC inh detg | LmPK inhibitor | AmpC no deterg
11 | x | x | -17%
12 | 1% | x | x
13 | 2% | -30% | x
14 | 1% | -7% | -10%
15 | 9% | x | x
16 | 5% | 3% | -8%
17 | -7% | 0% | -31%
18 | 0% | 7% | 132%[activator]
19 | -4% | -4% | -26%
20 | -6% | 1% | -19%

(further entries)
entry | Molecule | AMA1 RON2 block | HCV inhibitor | Tb PYK inh | HCMV antiviral
21 | O=C(Nc1cc(Cl)cc(Cl)c1)c1cc(S(=O)(=O)NC2CCCC2)ccc1F | x | x | 1% | u
22 | COc1ccc(CN(C)CC(=O)Nc2ccccc2C(=O)NC2CC2)cc1F | 36%[activator] | u | 2% | 41
23 | Cc1ccc(OCC(=O)Nc2cccc3c2CCCC3)cc1C | 10% | -10% | -1% | -12
24 | Cc1ccc(Cn2nnc3c(=O)n(CC(=O)NCc4ccccc4)cnc32)cc1 | -5% | -12% | -5% | u
25 | COc1ccc(S(=O)(=O)N2CCC[C@@H]2C(=O)N2CCC[C@H]2C(=O)NCc2ccncc2)cc1C | -19% | x | 6% | 11
26 | O=C(c1cn(-c2ccccc2)nc1-c1cccs1)N1CCN(c2ccccn2)CC1 | -14% | u | 2% | -23
27 | CCCNC(=O)COC(=O)c1ccccc1C(=O)c1ccc(Cl)c([N+](=O)[O-])c1 | 13% | u | -1% | -113*
28 | CCOC(=O)c1cc(NC(=O)c2cccnc2)cc(C(=O)OCC)c1 | 2% | u | -2% | 7
29 | O=C(C1=C(O)C(=O)N(c2nc3ccc(Cl)cc3s2)C1c1ccco1)c1ccco1 (stereo not drawn) | -25% | -3% | 4% | -7
30 | O=S(=O)(c1cccc(S(=O)(=O)N2CCOCC2)c1)N1CCCCCC1 | -1% | 7% | 5% | 42
31 | CSc1nc2ccccc2s1 | 5% | -9%[8.37 µM] | -6% | -12

entry | AmpC inh detg | LmPK inhibitor | AmpC no deterg
21 | 8% | x | x
22 | x | x | -10%
23 | x | x | x
24 | -14% | 3% | -16%
25 | x | x | x
26 | -1% | -9% | 77%[activator]
27 | u | 0% | 9%
28 | -7% | 1% | 4%
29 | -7% | x | -35%
30 | -7% | 2% | 8%
31 | u | 0% | -18%

By substructure, those above containing a halogen (7)
entry | Molecule | AMA1 RON2 block | HCV inhibitor | Tb PYK inh | HCMV antiviral
3 | CCC1S/C(=N/N=C/c2ccco2)N(Cc2ccc(F)cc2)C1=O (stereo not drawn) | -3% | -14% | -2% | 6
10 | CC1(c2nnc(-c3cccc(Cl)c3)o2)CC(c2ccc(OC(F)(F)F)cc2)=NO1 (stereo not drawn) | 15% | 17% | 1% | 9
20 | CCOCCc1nnc(NC(=O)Cc2c(F)cccc2Cl)s1 | 8% | 8% | 0% | u
21 | O=C(Nc1cc(Cl)cc(Cl)c1)c1cc(S(=O)(=O)NC2CCCC2)ccc1F | x | x | 1% | u
22 | COc1ccc(CN(C)CC(=O)Nc2ccccc2C(=O)NC2CC2)cc1F | 36%[activator] | u | 2% | 41
27 | CCCNC(=O)COC(=O)c1ccccc1C(=O)c1ccc(Cl)c([N+](=O)[O-])c1 | 13% | u | -1% | -113*
29 | O=C(C1=C(O)C(=O)N(c2nc3ccc(Cl)cc3s2)C1c1ccco1)c1ccco1 (stereo not drawn) | -25% | -3% | 4% | -7

entry | AmpC inh detg | LmPK inhibitor | AmpC no deterg
3 | 0% | 0% | -15%
10 | -17% | 0% | 5%
20 | -6% | 1% | -19%
21 | 8% | x | x
22 | x | x | -10%
27 | u | 0% | 9%
29 | -7% | x | -35%
